TEAD-YAP block: TEAD-YAP interaction inhibition | HEK-TIYL cells, TEAD-Gal4/YAP UAS-luciferase luminescence | inhibition, % at 9.12 µM | 640,000 tested, 1.4% active | AID 1259422; in the data active means inhibition above about 32%;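 further: 0% = median of test compound wells and 100% = reference inhibitor wells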
MITF inh: blocks human microphthalmia-associated transcription factor. O75030. AlphaScreen MITF homodimerization, bead proximity signal. inhibition, % at 2.6 µM. 650,000 tested, 0.91% active. AID 1259374; in the data active means inhibition above about 50%;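 further: 0% = vehicle wells with protein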
FBW7 activator: activators of human E3 ligase FBW7; Q969H0; normalized activity (activation), % at 26.1 µM; AlphaScreen FBW7–phospho-cyclin E peptide binding, activator screen; AID 1259310; 650,000 tested, 0.13% active; in the data active means normalized activity above about 1.9%;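 further: purified mutant Fbw7 with reduced substrate affinity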
Target sequence (Q969H0 whole entry, looked up): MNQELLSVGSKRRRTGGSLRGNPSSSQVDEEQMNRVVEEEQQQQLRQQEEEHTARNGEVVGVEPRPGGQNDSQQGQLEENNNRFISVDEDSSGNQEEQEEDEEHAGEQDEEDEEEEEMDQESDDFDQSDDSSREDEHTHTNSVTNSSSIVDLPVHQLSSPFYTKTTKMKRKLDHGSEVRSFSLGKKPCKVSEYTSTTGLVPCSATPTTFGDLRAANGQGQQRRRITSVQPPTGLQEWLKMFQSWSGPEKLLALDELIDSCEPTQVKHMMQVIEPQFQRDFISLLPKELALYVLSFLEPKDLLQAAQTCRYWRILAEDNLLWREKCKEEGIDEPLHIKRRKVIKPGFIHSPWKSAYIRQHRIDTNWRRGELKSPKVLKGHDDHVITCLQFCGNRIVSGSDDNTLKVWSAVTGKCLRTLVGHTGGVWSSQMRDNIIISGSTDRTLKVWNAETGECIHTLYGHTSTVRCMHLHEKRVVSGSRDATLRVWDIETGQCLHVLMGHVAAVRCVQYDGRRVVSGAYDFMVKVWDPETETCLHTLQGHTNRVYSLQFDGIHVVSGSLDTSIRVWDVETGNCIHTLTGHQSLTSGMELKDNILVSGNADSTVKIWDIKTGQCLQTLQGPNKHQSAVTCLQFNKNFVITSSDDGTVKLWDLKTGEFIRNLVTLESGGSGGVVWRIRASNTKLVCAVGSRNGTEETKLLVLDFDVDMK
GPR151 ag: activators of human GPR151. PathHunter beta-arrestin GPR151 cells, luminescence. 650,000 tested, 1% active. activation, % at 11.2 µM. Q8TDV0; in the data active means activation above about 4.9%;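 further: 0% = median of compound wells and 100% = cells with positive control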
Target sequence (Q8TDV0 whole entry, looked up): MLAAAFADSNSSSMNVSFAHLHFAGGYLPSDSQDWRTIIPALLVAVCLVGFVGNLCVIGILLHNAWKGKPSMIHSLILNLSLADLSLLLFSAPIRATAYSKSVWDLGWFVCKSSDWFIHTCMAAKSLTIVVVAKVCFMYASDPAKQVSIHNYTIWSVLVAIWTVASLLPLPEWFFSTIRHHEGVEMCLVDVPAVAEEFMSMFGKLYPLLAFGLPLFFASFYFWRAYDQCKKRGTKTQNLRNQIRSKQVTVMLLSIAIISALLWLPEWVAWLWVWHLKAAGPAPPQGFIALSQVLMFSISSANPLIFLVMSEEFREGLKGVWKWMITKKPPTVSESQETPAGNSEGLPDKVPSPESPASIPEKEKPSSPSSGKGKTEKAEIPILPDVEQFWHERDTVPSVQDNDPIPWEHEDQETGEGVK
Numbers without * were called inactive; & = joins results of further samples. Compounds were not picked by outcome; 3.4% or so of the library scored in one or more.

SMILES	TEAD-YAP block	MITF inh	FBW7 activator	GPR151 ag
CCN(CC)CCNC(=O)CCCn1c(=S)[nH]c2cc3c(cc2c1=O)OCO3	4.2	14.9	0.9	-0.8
Nc1nc(C(F)(F)F)cc(=O)n1/N=C/C=C/c1ccccc1	-11.0	-6.5	-0.1	-1.7
COc1ccc(C=O)cc1CSc1nnc(COc2cccc3cccnc23)o1	-62.3	-3.4	-0.1	-0.4
O=C(COc1cccc(Cl)c1)Nc1ccccc1	2.0	1.3	-0.1	-1.7
CCOc1ccccc1/C=c1/sc2nc3cc(C)c(C)cc3n2c1=O	-10.6	13.8	0.2	-1.2
O=C1C=C(Nc2ccc(Cl)cc2)CC(c2ccco2)C1 (centres undefined)	1.9	10.8	0.3	1.3
Nc1ccc(-c2nc3cc4ccccc4cc3[nH]2)cc1	35.2*	-1.1	0.0	-0.4
O=C(Nc1ccnn1C1CCN(Cc2ccc(F)cc2)CC1)C1CC1	11.0	0.2	-0.1	0.4
COc1cncc(-c2cnc(Nc3ccc(C)cc3)c3nccn23)c1	3.1	-24.3	0.0	-0.2
C=CCSc1nc2sc3c(c2c(=O)n1Cc1ccccc1)CC(C)(C)OC3	-7.0	-3.7	-0.1	0.1
CS(=O)(=O)c1cnc2ncnn2c1C1CCCN(C(=O)c2ccn[nH]2)C1 (centres undefined)	-2.7	-12.6	-0.2	2.5
COC(=O)C12CCC(C)(C(=O)C1Br)C2(C)C (centres undefined)	3.5	5.0	0.1	-0.4
COc1ccc(CNC(=O)C2C3C(=O)N(Cc4ccccc4)CC34C=CC2(C)O4)cc1 (centres undefined)	8.9	1.8	0.0	-1.1
CCOC(=O)c1c(NC(=O)c2nn3c(C(F)(F)F)cc(-c4ccc(Br)cc4)nc3c2Cl)sc(C(C)=O)c1C	-7.9	-5.7	-0.1	1.5
CC(=O)C1=C(O)C(=O)N(CCN(C)C)C1c1ccccc1[N+](=O)[O-] (centres undefined)	-13.5	-0.2	-0.4	-0.2
CC(C)CNc1cc(N2CCN(S(=O)(=O)c3ccccc3)CC2)ccc1[N+](=O)[O-]	4.1	2.5	-0.1	-0.5
Cc1oc(-c2ccc(Cl)cc2)nc1CS(=O)CC(=O)NC1CC1 (centres undefined)	4.3	12.5	1.0	0.2
COCCOC(=O)C1=C(N)OC2=C(C(=O)CCC2)C1c1ccc([N+](=O)[O-])cc1 (centres undefined)	7.3	13.5	0.1	-0.1
COc1cc2nc(-c3ccc(C(N)=O)cc3)nc(Nc3ccc(Oc4ccccc4)cc3)c2cc1OC	31.1	8.3	0.1	-2.5
CN(C(=O)c1nc2ncccn2n1)c1ccc(OC(F)(F)F)cc1	-1.9	4.1	0.1	1.2
O=C(N/N=C/c1cc(Br)ccc1O)c1cc(-c2cccc([N+](=O)[O-])c2)n[nH]1	6.9	-9.7	0.1	-1.6
CC(=O)Oc1ccc(C(=O)NC(C)(C)CC(C)(C)C)cc1	-4.3	3.4	-0.3	-0.9
CCCN(CCC)c1ncc(C(=O)OC)c2ccccc12	4.2	2.3	0.0	0.6
CCc1ccc(CN2CCN(C3CCC(C)CC3)CC2)cc1 (centres undefined)	-3.7	68.7*	-0.1	0.0
CC(C)(c1ccccc1)c1ccc(OCC(=O)Nc2sc3c(c2C(N)=O)CCCC3)cc1	-4.7	-0.8	0.0	0.2
FC(F)(F)c1ccccc1N/N=C/c1ccncc1	-8.4	-1.1	-0.1	-3.3
CCSCCOC(=O)C1=C(C)NC(=O)NC1c1ccc(C)c([N+](=O)[O-])c1 (centres undefined)	13.8	-6.6	0.0	1.6
COc1cccc2sc(=NC(=O)CCSc3ccccc3)n(C)c12	7.5	3.5	0.1	0.9
Cc1ccc(S(=O)(=O)N2Cc3ccccc3CC2C(=O)Nn2cnnc2)cc1 (centres undefined)	5.2	8.1	0.1	1.6
CC(C)(C)NC(=O)C(=O)NNC(=O)c1cccc(F)c1	-41.2	11.9	0.0	-1.7
COc1ccc(OC)c(NC(=O)c2ccccc2CCc2ccccc2)c1	-4.5	-2.2	0.1	-1.5
CCOC(=O)c1c(C)n(C)c2cc3c(cc12)OC(=O)C3(O)C(F)(F)F (centres undefined)	-0.5	4.3	-0.2	-1.9
COc1ccc(Nc2nc(-c3ccccc3F)nc3ccccc23)cc1OC	9.0	-6.6	0.2	-1.3
O=C1NC2=C(C(=O)N(Cc3ccco3)C2)C(c2ccc(Cl)cc2)N1 (centres undefined)	-5.6	-4.8	0.1	0.7
COc1ccc2c(c1)OC(C)CN(Cc1ccncc1)C2 (centres undefined)	12.5	-3.6	0.2	-0.3
Cc1ccc(S(=O)(=O)N2CCC(C(=O)NC(C)(C)C)CC2)cc1Cl	3.5	7.0	0.1	0.0
O=C(NCCCn1ccnc1)/C(=C\c1cccs1)NC(=O)c1cccs1	1.7	-4.3	-0.7	-0.9
CCOC(=O)c1c(NC(=O)Cc2ccccc2)sc(C(=O)Nc2ccccc2F)c1C	-9.7	-16.8	0.2	-2.4
COc1ccc(C(=O)CN2CCN(c3ccc(F)cc3)CC2)cc1	-5.0	-4.5	0.4	0.7
c1ccc(-c2nc(SCCSc3nc(-c4ccccc4)c(-c4ccccc4)o3)oc2-c2ccccc2)cc1	-5.2	-11.6	0.0	-0.2
Cc1cccc(Nc2nc(N)nc(CN3CCC(C(N)=O)CC3)n2)c1C	-6.4	0.6	0.0	-1.1
S=C(N/N=C\c1ccco1)Nc1ccccc1	-52.7	6.3	0.0	-0.8
CC(=O)C1=C(C)NC(SCC(=O)c2ccccc2)=C(C#N)C1c1cccnc1 (centres undefined)	-6.8	3.8	-0.1	0.0
COC(=O)c1oc2ccccc2c1NC(=O)CN1CCCC1	-9.7	2.3	0.2	0.1
COc1ccc(Nc2cc(C(=O)NCCCN3CCN(C)CC3)c3ccccc3n2)cc1	5.8	-14.4	-0.1	0.0

Results in FBW7 activator, for some of the entries so far:
| SMILES | FBW7 activator |
| --- | --- |
| O=C(COc1cccc(Cl)c1)Nc1ccccc1 | -0.1 |
| CC(C)(c1ccccc1)c1ccc(OCC(=O)Nc2sc3c(c2C(N)=O)CCCC3)cc1 | 0.0 |

The listing continues:
SMILES	TEAD-YAP block	MITF inh	FBW7 activator	GPR151 ag
COc1cc(OC)cc(C2C(C#N)=C(N)Oc3n[nH]c(-c4cccs4)c32)c1 (centres undefined)	0.0	10.4	-0.2	1.3
NC(=O)COC(=O)/C=C/c1cn(Cc2ccccc2)nc1-c1cccs1	-1.8	-4.8	0.0	-0.6
Cc1sc2nc(C3CCCN(C(=O)c4nccc5ccccc45)C3)[nH]c(=O)c2c1C (centres undefined)	15.8	-10.7	0.1	0.8
Cc1c(C(=O)N2CCOCC2)sc2ncnc(N3CCN(c4ccccc4)CC3)c12	8.2	8.7	0.2	-0.5
CC(C)(C)NC(=O)CN(Cc1ccco1)C(=O)CNS(=O)(=O)c1ccc(Cl)cc1	4.7	6.4	0.1	0.0
CN(C)c1ccc(/C=C/c2ccc([N+](=O)[O-])cc2)cc1	-6.1	10.8	0.3	0.4
O=C(NCc1cccnc1)c1cnn2c(C(F)(F)F)cc(-c3ccccc3)nc12	-36.2	15.3	-0.5	1.0
COc1ccc2cc3cc(C(=O)Nc4ccccc4N4CCN(C)CC4)oc3nc2c1	3.7	-3.3	-0.6	0.2
COC(=O)c1cc(NS(=O)(=O)c2ccc(NCc3cccnc3)c(N)c2)cc(C(=O)OC)c1	5.3	-4.8	-0.1	0.8
CCNC(=O)Nc1cc2nc(C)n(Cc3ccc(-c4cccc(C(C)=O)c4)cc3)c2nc1C	0.8	-2.5	0.1	-0.8
CN(C)C(=O)CN1C(=O)COc2ccccc21	-5.0	-9.1	0.0	0.7
COc1cc(OC)cc(C(=O)n2nnc3ccccc32)c1	-5.8	4.0	0.0	-0.4
C=C(C)CNC(=S)NNC(=O)c1ccco1	12.7&-7.5	15.3&-5.5	1.0&-0.1	1.5&-0.4
COc1ccccc1N1C(=O)S/C(=C\c2ccc(OCC(=O)O)c(Cl)c2)C1=O	-4.9	-9.5	0.0	-1.2
NC(=O)COC(=O)c1cc(Cl)cc(Cl)c1N	-0.4	-1.3	0.0	-1.4
CC1=C(C(=O)OC(C)C)C(c2ccc(Br)s2)NC(=O)N1 (centres undefined)	-6.4	-25.6	0.1	-2.0
Cc1cccc(OCC(=O)Nc2ccc3c(c2)OCO3)c1C	-15.8	-14.9	0.3	0.7
O=C(c1ccc(S(=O)(=O)N2CCOCC2)cc1)N(Cc1ccccn1)c1nc2ccccc2s1	-7.2	1.7	-0.1	0.8
O=[N+]([O-])c1cc(C(F)(F)F)ccc1NCCCNS(=O)(=O)c1ccc(Cl)cc1	6.9	-9.8	-0.1	-0.2
CNCC#CCOc1ccc(OC)cc1	-4.8	40.7	0.6	1.0
CCN1CCN(c2ccc(NC(=O)c3cc(-n4cnnc4)ccc3Cl)cc2Cl)CC1	0.3	19.2	0.2	0.8
COc1ccc(CN2CCN(Cc3cccc([N+](=O)[O-])c3)CC2)cc1OCc1ccccc1	-1.4	69.2*	-0.3	0.2
CCCC(c1nnnn1C(C)(C)C)N1CCN(C)CC1 (centres undefined)	-1.8	1.9	-0.3	1.3
O=C(CCN=C1NS(=O)(=O)c2ccccc21)NNC(=O)c1ccccc1-n1cccc1	4.2	13.0	-0.1	0.1
COc1ccc(Cl)cc1Nc1nc(-c2sc(NC(C)=O)nc2C)cs1	-10.4	-14.5	-0.1	1.4
O=C(Nc1ccc(Br)cc1)c1cccc(OCc2cccc(Cl)c2)c1	-37.5	-3.8	0.0	-0.3
COc1ccc(OCc2cc(C(=O)NCc3nc(C)cs3)no2)c(Cl)c1	-38.8	9.1	-0.1	-0.3
COc1ccccc1-c1c(C(F)(F)F)oc2c(CN3CCCCCC3)c(O)ccc2c1=O	4.9	11.5	0.9	1.3
Cc1ccc(NC(=O)C2CCCN(c3nnc(N4CCCC4=O)s3)C2)cc1Cl (centres undefined)	3.5	7.6	0.5	-0.1
Cc1ccc(C)c(N(Cc2ccc(Br)cc2)S(=O)(=O)c2ccccc2)c1	-3.6	7.4	0.2	-0.1

The last 6 records of the section before are carried over, then new ones follow.
SMILES	TEAD-YAP block	MITF inh	FBW7 activator	GPR151 ag
COc1ccc(Cl)cc1Nc1nc(-c2sc(NC(C)=O)nc2C)cs1	-10.4	-14.5	-0.1	1.4
O=C(Nc1ccc(Br)cc1)c1cccc(OCc2cccc(Cl)c2)c1	-37.5	-3.8	0.0	-0.3
COc1ccc(OCc2cc(C(=O)NCc3nc(C)cs3)no2)c(Cl)c1	-38.8	9.1	-0.1	-0.3
COc1ccccc1-c1c(C(F)(F)F)oc2c(CN3CCCCCC3)c(O)ccc2c1=O	4.9	11.5	0.9	1.3
Cc1ccc(NC(=O)C2CCCN(c3nnc(N4CCCC4=O)s3)C2)cc1Cl (centres undefined)	3.5	7.6	0.5	-0.1
Cc1ccc(C)c(N(Cc2ccc(Br)cc2)S(=O)(=O)c2ccccc2)c1	-3.6	7.4	0.2	-0.1
CSCCC(=O)N(C)C(Cc1ccccc1F)C1CCN(Cc2ccccn2)CC1 (centres undefined)	5.7	9.1	0.0	-0.7
O=C(NC1CC2CCC1C2)c1ccc(CN2CCOCC2)cc1 (centres undefined)	-39.9	-6.1	0.0	-0.4
Cc1[nH]c2ccccc2c1C(=O)COc1ccccc1F	-42.5	-7.7	-0.2	-0.9
CC(=O)N1C(=O)NC2CC1NC(=O)N2C(C)=O	10.0	5.3	0.4	1.2
COc1cccc(C2=N/C(=C\c3ccccc3C(F)(F)F)C(=O)O2)c1	-3.3	11.0	0.1	0.9
CCOC(=O)CC(=O)N1CCc2nc(C)nc(N3CCCCCC3)c2C1	4.3	9.9	-0.1	-0.4
COc1cc(/C=N\NC(=O)c2cccs2)cc(Br)c1O	-49.6	-7.4	0.0	-0.7
CN(C)CCNC(=O)c1cccc(-c2cnc(NCCCc3ccccc3)c3nccn23)c1	-61.3	5.1	0.0	0.6
COc1cccc(C2C(C#N)=C(N)N(N(C)C)C3=C2C(=O)CC(C)(C)C3)c1OC (centres undefined)	2.4	-22.5	-0.3	-0.7
Cc1csc(NC(=O)C2CCCN(S(=O)(=O)c3c(C)n[nH]c3C)C2)n1 (centres undefined)	11.8	-10.1	0.0	1.8
CC1CCN(CCCNC(=O)c2cn(-c3ccc(F)cc3F)c(=O)c3ccccc23)CC1	-0.6	-8.2	-0.3	-0.2
CCOc1ccc(C(=O)Nc2c3c(nn2-c2ccc([N+](=O)[O-])cc2)CS(=O)(=O)C3)cc1	0.7	3.8	0.2	0.5
CC1CCN(C(=O)CN(c2ccc(Oc3ccccc3)cc2)S(C)(=O)=O)CC1	8.0	-3.0	0.2	-1.0
Cc1cc(NC(=O)CN2CCCCC2)no1	3.3	-1.5	0.1	-0.6
COc1cc(C(C#N)N2CCOCC2)ccc1O (centres undefined)	-1.8	-1.4	-0.1	-0.5
CN1CCc2c(sc3nc(N)c(C(=O)Nc4ccc(Cl)cc4F)cc23)C1	-6.7	-7.5	-0.2	0.2
COc1ccc(Cl)cc1C(=O)Nc1cc(-c2nc3ccc(C)cc3o2)ccc1C	-75.9	-2.1	0.1	-0.4
CCN(CC)C(=O)C1CCCN(c2nc3ccc(C(=O)NCc4ccccc4)cc3s2)C1 (centres undefined)	-13.9	6.8	0.1	1.8
Cc1c(/C=N/NC(=O)c2ccc([N+](=O)[O-])cc2)c2ccccn2c1C(=O)c1ccncc1	6.1	6.6	0.2	-0.1
O=C(CN1CCC(O)(c2cccnc2)CC1)N1CCCC1	-8.7	3.1	0.0	0.7
CCOC(=O)C1=C(C)N=c2s/c(=C/c3ccc(NC(C)=O)cc3)c(=O)n2C1c1ccccc1OC(C)C (centres undefined)	-1.9	0.0	-0.1	0.3
CCOC(=O)c1c(C)[nH]c(C(=O)N/N=C\c2ccc([N+](=O)[O-])cc2)c1C	41.4*	4.7	0.1	-0.7
O=C(Cn1cnc2ccccc2c1=O)Nc1ccc(F)cc1Cl	1.1	9.2	0.5	-0.6
